miR-122 sensor = miR-122 inhibition in Huh7 cells; hit rate 0.3% among 340,000; activation (reporter increase), % at 12.5 µM; Huh7 miR-122 Renilla luciferase sensor, 48 h; neutral wells = 0, positive control = 100;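 active = mean replicate activation score at least 90 and every replicate individually at or above 90; inconclusive = only one of the two criteria met; inactive = neither criterion met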;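 also: higher luciferase means less miR-122 activity so hits act as miR-122 inhibitors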
EWS-Fli inh = EWS/Fli transcriptional activity inhibition. AID 651661. hit rate 0.67% among 350,000. A673 NR0B1-luciferase reporter, viability-normalised. inhibition, % at 12.6 µM;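 active = mean inhibition of at least 50% after viability correction, with every replicate also passing that limit; inconclusive = mean reaches 50% but only one of two replicates passes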;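 also: firefly luciferase signal divided by Alamar Blue viability fluorescence both relative to DMSO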
DENV2 CPE rescue = protects cells from dengue virus 2 cytopathic effect; DENV2-infected cells, cytopathic effect rescue, plate reader; hit rate 1.7% among 350,000; CPE inhibition, % at 9.99 µM; AID 651640; in the data active = CPE inhibition above about 20%, passing the limit was not always enough; inconclusive = no clear call, values can overlap the other calls; tested in BHK-21 cells;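 also: 0% = median of neutral control wells and 100% = median of positive control wells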
INS-1E GSIS act = GLuc luminescence reporter in INS-1E cells, primary screen for activators of glucose-dependent secretion of insulin; INS-1E GLuc reporter insulin secretion, 2-3 h; hit rate 0.61% among 370,000; AID 743287; activation, % at 16.6 µM;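 active = lowest replicate activation of at least 40%, so every replicate reaches that level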;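 also: 0% = median of neutral control wells and 100% = median of IBMX positive control wells; some compounds called inactive have numbers as strong as hits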
F508del corr = CFTR F508del correction in bronchial cells; CFBE cells, YFP halide quenching; stimulated with forskolin plus potentiator P3; % fluorescence drop versus neutral controls; activity (quench increase), % at 7.58 µM; hit rate 0.36% among 350,000; AID 720511;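 active = mean added fluorescence quench of at least 8% versus neutral control, with both replicates also reaching 8%; inconclusive = only one of the mean or replicate conditions met; inactive = mean below 8% and not both replicates reaching 8%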;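 also: cells transiently co-express mutant CFTR-F508del with the halide-sensitive YFP; corrector assay measuring rescue of mutant channel to the surface after 24 h compound exposure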
PAX8 reporter = PAX8 transcriptional activity inhibition | RMG-I TPO-luciferase reporter, SteadyGlo, 24 h | inhibition, % at 12.6 µM | hit rate 1.2% among 360,000 | AID 652154;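 active = mean replicate inhibition at least 60% with every replicate also reaching 60%; inconclusive = only one of the two criteria is met; inactive = mean below 60% and not all replicates reaching 60%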;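 also: luciferase light reporting Pax8 driven TPO promoter activity; plate controls were median of neutral control wells for no effect and mitoxantrone controls for full effect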
FN deposit inh = fibronectin deposition inhibition; AH1F fibroblasts, Alexa488-fibronectin deposition fluorescence, overnight; inhibition, % at 12.6 µM; hit rate 0.086% among 350,000; AID 743247;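 active = mean inhibition across replicates of 30% or more, regardless of how many single replicates reach that level; inconclusive = mean under 30% yet at least half of replicates reach 30%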;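 also: positive control wells lacked labelled fibronectin entirely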
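material = AH1F fibroblast monolayer depositing Alexa488-labelled fibronectin into matrix | amount = 10000 AH1F cells/well | buffer or medium = DMEM plus 2% serum, read in PBS | incubation = 1 h cell adhesion before compound, then overnight fibronectin incubation | detection = fluorescence at 485 nm excitation, 525 nm emission | evaluation = percent inhibition as loss of matrix-bound fibronectin fluorescence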
The depositor's hits bear a star; ? = inconclusive; · = no result given; & = joins results of further samples; [ ] = remark or other dose.

SMILES	miR-122 sensor	EWS-Fli inh	DENV2 CPE rescue	INS-1E GSIS act	F508del corr	PAX8 reporter	FN deposit inh
CCOC(=O)C(Cc1ccc(OC)c([N+](=O)[O-])c1)NC(=O)CCC(=O)Nc1ccc(C)cc1 (stereo not drawn)	·	2	6	12	-1.1	-17	·
COc1cc(O)c(C=Nc2ccccc2NS(=O)(=O)c2ccc(C)cc2)c(OC)c1	·	-3	0	·	-1.2	-3	-1
COc1ccc(NC(=O)N(C)C[C@@H]2Oc3cc(C#CCC(C)C)ccc3S(=O)(=O)N([C@H](C)CO)C[C@@H]2C)cc1	26[16.7 µM]	-8	4	-37	9.2*	59	·
CC(=O)Nc1cncc(-c2cccc(C(=O)NC3CC3)c2)n1	1	0	1	5	3.8	10	9
Cc1ccc(-c2cnc3c(c2)C(=O)N([C@@H](C)CO)C[C@@H](C)[C@H](CN(C)C(=O)c2ccncc2)O3)cc1	2[16.7 µM]	-1	?	10	0.9	22	0
O=C(CCN1CCCCC1)NCC[C@@H]1CC[C@H](NC(=O)C2CCCCC2)[C@@H](CO)O1	·	-11	-6	8	-0.2	-16	7
COc1ccccc1CN(C)C[C@H]1OCc2cnnn2CCCC(=O)N([C@H](C)CO)C[C@@H]1C	-1	-9&-1&4	-1&7	-3&-4	3.6&-1.0&2.1	-15&-3&1	-2&13
Cc1cccn2c(=O)c3cc(C(=O)NCC4CCCO4)c(=N)n(Cc4ccc(F)cc4)c3nc12 (stereo not drawn)	0	·	14	-15	-2.7	11	-8
Cc1c(OCC(=O)NC(Cc2ccc(Cl)cc2)C(=O)O)ccc2c1oc(=O)c1ccccc12 (stereo not drawn)	-3	-3	2	8	4.3	·	·
CN(Cc1ccccc1)S(=O)(=O)c1nnc(NC(=O)c2ccc(F)cc2)s1	-2	·	0	3	-3.1	-10	1
CCn1c(CNC(=O)C2CCCCC2)cc2cc(C)ccc21	0	10	0	4	2.1	3	0
O=C(NC1CCCC1)c1ccc(Cl)c(S(=O)(=O)N2CCOCC2)c1	-1	11	5	47*	0.4	38	4
O=C(Nc1ccccc1)N1CCCCN2[C@H](CO)[C@@H](c3ccc(-c4ccccc4F)cc3)[C@H]2C1	-11[16.7 µM]	-3	-1	-28	-2.4	13	·
Cc1cccc(SCC(=O)Nc2ccccc2[N+](=O)[O-])c1	-3	1	2	1	-4.1	-12	4
C=C(C)CSC1=C(C#N)C(c2ccccc2)CC(=O)N1 (stereo not drawn)	-1	·	·	-3	·	·	-4
Cc1cccc(C)c1OCC(=O)Nn1c(=O)[nH]c2ccccc2c1=O	·	-6	2	7	-3.5	15	0
Cc1cccc(OCc2nc(-c3ccc(Br)o3)no2)c1	-1	13	·	7	-1.4	-24	3
COc1ccc(C2c3c(oc4ccccc4c3=O)C(=O)N2c2ccccn2)cc1 (stereo not drawn)	0	-7	11	3	-0.4	-14	-19
CNS(=O)(=O)c1cc(-c2nnc(Nc3ccc(NC(C)=O)cc3)c3ccccc23)ccc1C	·	-5	-4	11	-2.9	11	10
CC(C)[C@@H]1O[C@H](CCc2ccccc2)CC2=C1C(=O)OC(C)(C)O2	·	5	?	-12	-3.4	1	3
COC(=O)Cc1ccc(OC2(C)CCN(Cc3ccccc3)C2)cc1 (stereo not drawn)	·	2	-7	4	-1.6	-14	7
COc1ccc(NC(=O)N(C)C[C@H]2OCCCC[C@@H](C)Oc3ccc(NC(=O)CCC(F)(F)F)cc3C(=O)N([C@@H](C)CO)C[C@H]2C)cc1	-1[16.7 µM]	-2	21*	-1	-1.9	-3	·
CSc1nn(CCC#N)c(=O)[nH]c1=O	·	11	?	9	0.7	3	10
CCOc1ncccc1C(=O)Nc1cc(S(=O)(=O)N2CCCCC2)ccc1Cl	-8	5	14	3	-4.1	-4	-1
CCS(=O)(=O)c1nc(S(=O)(=O)c2ccc(Cl)cc2)c(NCCOC)s1	·	8	-5	13	-0.3	-14	4

Compounds shown so far that contain two or more sulfur atoms, in the order listed:
SMILES	miR-122 sensor	EWS-Fli inh	DENV2 CPE rescue	INS-1E GSIS act	F508del corr	PAX8 reporter	FN deposit inh
CN(Cc1ccccc1)S(=O)(=O)c1nnc(NC(=O)c2ccc(F)cc2)s1	-2	·	0	3	-3.1	-10	1
CCS(=O)(=O)c1nc(S(=O)(=O)c2ccc(Cl)cc2)c(NCCOC)s1	·	8	-5	13	-0.3	-14	4

Individual results from the results shown.
PAX8 reporter with `Cc1cccn2c(=O)c3cc(C(=O)NCC4CCCO4)c(=N)n(Cc4ccc(F)cc4)c3nc12` (stereo not drawn) = 11
FN deposit inh with `Cc1cccc(SCC(=O)Nc2ccccc2[N+](=O)[O-])c1` = 4

Going on with the list.
SMILES	miR-122 sensor	EWS-Fli inh	DENV2 CPE rescue	INS-1E GSIS act	F508del corr	PAX8 reporter	FN deposit inh
Cc1cc2ncn(CCC(=O)NC(C)(C)C)c2cc1C	·	2	-1	-14	0.8	-1	0
Nc1c(Cl)ncnc1N/N=C/c1cccc(O)c1	4	32	-2	-26	-0.3	-39	1
Nc1cccc(Oc2ccc3c(c2)C(=O)N(CC2CCCO2)C3=O)c1 (stereo not drawn)	2	-41	-1	·	1.1	-20	-10
OCCCNC(=S)Nc1ccc(Nc2ccccc2)cc1	-3	-3	8	1	-0.5	19	1
CCO[C@H]1OC(C(=O)NCc2nc3ccccc3[nH]2)=C[C@@H](C2CC2)[C@@H]1CCCO	·	61*	1	8	5.1	20	1
COC(=O)[C@]12CCCCC=C1N(CCC1=CCCCC1)C(=O)[C@H](CC(=O)NCC13CC4CC(CC(C4)C1)C3)C2	·	-3	-5	-3	0.4	18	-9
COc1cnn(-c2ccccc2)c(=O)c1OC	·	6	-4	7	-0.5	2	1
CSC1=NCCN1S(=O)(=O)c1ccc(C)cc1	·	-14	-8	12	4.1	-1	-4
CCc1nnc(NC(=O)CSc2nc(-c3ccccc3)nc3ccccc23)s1	-1	·	·	19	·	15	-3
COC(=O)CN1C(=O)Nc2ccc(Cl)cc2C1c1ccccc1 (stereo not drawn)	7	10	-5	-26	-1.3	22	-1
CN(CCC#N)C(=O)COC(=O)c1ccc(CNS(=O)(=O)c2ccc(F)c(Cl)c2)cc1	-14	·	·	1	·	4	-1
COCC(=O)N1CCCCN2[C@H](CO)[C@@H](c3ccc(C#Cc4cccnc4)cc3)[C@H]2C1	0[16.7 µM]	-1	32*	-10	-1.3	20	·
Cc1ccc(NC(=O)c2ccc(S(=O)(=O)N3CC(C)CC(C)C3)cc2)cc1S(=O)(=O)N1CCOCC1 (stereo not drawn)	·	18	46*	2	3.4	47	10
N#C[C@@H]1[C@H](c2ccccc2-c2ccc(F)cc2)[C@@H](CO)N1C(=O)Cc1ccccc1	·	3	-14	-15	1.2	-3	14
CN(CC(=O)NC(=O)NCc1ccccc1)CC(=O)Nc1ccc(Cl)c(Cl)c1	-9	-5	1	-66	0.1	-5	9
CC1(C)C(=O)C=C(N2CCCCC2)c2ccccc21	-5	4	-8	0	1.9	7	2
O=C(NNS(=O)(=O)c1c(F)cc(F)c(Cl)c1F)C12CC3CC(CC(C3)C1)C2	5	11	-4	-8	3.2	10	3
Cc1ccc(S(=O)(=O)NC(CC(C)C)C(=O)N2CCN(C/C=C/c3ccccc3)CC2)cc1 (stereo not drawn)	·	4	1	·	-1.9	14	2
C[N+]12CCC(CC1)C(OC(=O)C(O)(c1ccccc1)c1ccccc1)C2 (stereo not drawn)	9	-1	-2	·	-1.7	-10	1&5
O=C(O)c1ccccc1C(=O)Nc1ccccc1NC(=O)c1ccccc1C(=O)O	-1	-66	0	4	-1.3	-20	-4
CCOC(=O)c1c(C)[nH]c(C)c1C(=O)Cn1nnc(-c2ccccc2C)n1	-11	·	·	-26	·	2	8
COc1ccc(CN(C)C[C@H]2Oc3ccc(NC(=O)Cn4cnnn4)cc3CC(=O)N([C@H](C)CO)C[C@H]2C)cc1	-2[16.7 µM]	4	-4	·	-3.9	-9	·
C[C@H](CO)N1C[C@H](C)[C@H](CN(C)C(=O)NC2CCCC2)Oc2cc(-c3cncnc3)ccc2S1(=O)=O	-3[16.7 µM]	-7	-2	-3	0.5	-17	-9
COc1ccccc1CNc1nc(NCCN2CCNC2=O)c2sccc2n1	2	1	6	11	-4.1	-1	-6
CC(=O)N/C(=C\c1ccccc1)C(=O)Nc1ccccc1C	-2	-9	-1	4	1.0	-15	14
Continued:
SMILES	miR-122 sensor	EWS-Fli inh	DENV2 CPE rescue	INS-1E GSIS act	F508del corr	PAX8 reporter	FN deposit inh
CCCNC(=O)N1[C@H](CO)[C@@H](c2ccccc2)C12CN(C(=O)CC1CC1)C2	·	-1	-2	10	1.1	·	·
Cc1cc(C)c(C)c(S(=O)(=O)N2CCN(c3ccc(O)cc3)CC2)c1C	·	6	-10	2	-0.2	18	-11
Clc1ccc(C2Nc3cccc4cccc(c34)N2)cc1	10	11	6	-4	-2.7	29	-4
CNC(=O)C[C@@H]1CC[C@H]2[C@@H](COc3ccc(NC(=O)C4CCCCC4)cc3C(=O)N2C)O1	-8[16.7 µM]	-4	-14	3	4.2	-2	4
N#Cc1ccc(C(=O)NCC2CCN(C(=O)C(=O)c3cccs3)CC2)cc1	·	9	-12	2	3.6	-42	1
O=C(NCc1ccco1)c1ccc(Cn2cc([N+](=O)[O-])cn2)o1	-6	·	·	7	·	·	3
C[C@@H]1CCCCO[C@H](CN(C)Cc2ccc(Cl)c(Cl)c2)[C@H](C)CN([C@@H](C)CO)C(=O)c2cc(NC(=O)Nc3ccc(C(F)(F)F)cc3)ccc2O1	3[16.7 µM]	-10	-4	9	4.1	90*	·
CCNC(=O)C[C@H]1CC[C@H]2[C@@H](COC[C@@H](O)CN2S(=O)(=O)c2ccc(Oc3ccccc3)cc2)O1	-1[16.7 µM]	-7	-7	-3	-2.0	13	-6
O=C(c1cnsn1)N1CCCC(Nc2ccc(F)c(F)c2)C1 (stereo not drawn)	2	5	4	-9	-1.4	-20	8
C[C@H](NC(=O)C1CCN(S(=O)(=O)c2ccccc2)CC1)C(=O)NCc1ccc(F)cc1	·	·	-5	7	0.9	-11	-6
COC(=O)c1cn(C(=O)c2cc(OC)cc(OC)c2)c2ccccc12	-4	2	3	11	3.2	-28	0
O=[N+]([O-])c1ccc(NC(=S)NCc2ccncc2)cc1	·	-1	-6	-20	-2.9	-5	17
CN(C(=O)/C=C/c1cnc2ccccc2c1)C1CCCCC1	·	-7	·	0	-2.2	-49	0
Cc1ccc(S(=O)(=O)N2C[C@H]3[C@H]4C(=O)N(Cc5ccccc5)C(=O)[C@H]4CC(=O)[C@H]3[C@@H]2c2cccc3ccccc23)cc1	2	3	-6	·	-0.5	6	1
C[C@H](NC(=O)N(C)C[C@H]1OCc2ccccc2-c2ccccc2C(=O)N([C@H](C)CO)C[C@H]1C)c1ccccc1	·	5	4	22	0.0	-12	-9
C[C@H]1CN([C@@H](C)CO)C(=O)c2cc(-c3cccc(F)c3)cnc2O[C@@H]1CN(C)C	2[16.7 µM]	-5	10	14	0.6	·	-8
CCOC(=O)N1CCN(C(=O)c2ccc(N(Cc3ccc(C)cc3)S(C)(=O)=O)cc2)CC1	0	·	·	-1	·	·	8
C[C@H](CO)N1C[C@H](C)[C@H](CN(C)Cc2ccc(-c3ccccc3)cc2)Oc2ccc(NS(=O)(=O)c3ccc(F)cc3)cc2C1=O	7[16.7 µM]	9	-1	-26	3.8	·	·
COc1ccccc1CCNS(=O)(=O)c1cn(C)nc1C	17	·	-5	20	-2.5	-3	3
COc1ccc(N2CCN(S(=O)(=O)c3ccc(OC)c(C(=O)N4CCCC4)c3)CC2)cc1	·	10	-2	-11	-1.5	3	-1
COc1ccc2nc(NC(=O)CSc3cn[nH]n3)sc2c1	-2	-70	-5	1	0.1	-107	-1
Cc1ccc(C(=O)N/N=C\c2ccncc2)s1	0	·	2	9	-2.2	-14	·
CC(=O)Nc1nc(-c2ccccc2)c(-c2ccccc2)o1	·	-12	6	0	-0.6	-2	-3
